TDP2 absorb – blocks human TDP2 phosphodiesterase activity; O95551; recombinant TDP2, T5PNP hydrolysis, p-nitrophenol absorbance 415 nm; inhibition, % at 12.8 µM; 0.34% of 370,000 active;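 active means inhibition above the mean of all tested compounds plus 3 SD, set per campaign, cut at about 25% in these data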;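 further: 0% = DMSO with enzyme and 100% = buffer with substrate but no TDP2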
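Read-out basis: percent inhibition. System: recombinant human TDP2. Buffer or medium: Mg2+-containing Tris-HCl buffer, pH 7.5. Repeats: single replicate. Timing: reaction 2 h, 37 °C. Benchmarks: high control without enzyme, low control DMSO plus TDP2. Probe or stimulus: 5 mM T5PNP. Doses: 12.8 µM only. Measured by: epi absorbance of p-nitrophenol freed from T5PNP by hydrolysis.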
Tn6 DDE FP – DD(E)-Tn6 binding inhibition, primary FP screen; Fibrin DD(E) TRITC-Tn6 fluorescence polarization displacement; AID 720509; inhibition, % at 8.3 µM; 0.21% of 370,000 active;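 active means inhibition above a per-campaign cutoff: mean of compounds within control limits plus 3 SD, cut at about 15% in these data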;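 further: 0% = median of all compound wells on the plate and 100% = blocking peptide control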
PLC-gamma1 inh – blocks human PLC-gamma1 enzyme activity; 0.84% of 370,000 active; inhibition, % at 12.2 µM; purified PLC-gamma1, fluorogenic substrate, fluorescence; P19174; in the data active means inhibition above about 9.5%
proKLK7 act – proKLK7 (human) activation, primary screen. P49862. purified proKLK7, EDANS-DABCYL substrate fluorescence; 100% is mature enzyme control, 0% vehicle. activation, % at 7 µM. 0.9% of 370,000 active;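 active means activation above the mean of all tested compounds plus 3 SD, computed per campaign excluding outliers beyond control limits, cut at about 13% in these data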
Target sequence (P49862 whole entry, looked up): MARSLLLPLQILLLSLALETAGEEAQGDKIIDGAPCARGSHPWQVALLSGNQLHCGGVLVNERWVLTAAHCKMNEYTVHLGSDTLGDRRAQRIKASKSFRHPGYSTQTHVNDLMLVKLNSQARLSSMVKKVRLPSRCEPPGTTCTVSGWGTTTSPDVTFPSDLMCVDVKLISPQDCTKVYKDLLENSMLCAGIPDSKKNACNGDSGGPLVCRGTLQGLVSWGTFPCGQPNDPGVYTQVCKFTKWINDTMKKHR
LEDGF integ inh – blocks HIV-1 LEDGF/p75-dependent DNA integration. inhibition, % at 3.7 µM. AID 743269. 0.64% of 370,000 active. TR-FRET IN-LEDGF/p75 DNA integration, Eu/Cy5;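 active means inhibition above the screen-wide mean plus 3 SD, cut at about 13% in these data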;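 further: signal is the Cy5 over europium emission ratio at 671 and 618 nm; 0% = plate median of compound wells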
Tn7 DDE FP – inhibitors of Tn7 peptide binding to human fibrin DD(E) | P02675 | AID 720508 | 0.13% of 370,000 active | FP displacement of FITC-Tn7 peptide from fibrin DD(E); 0% = median of compound wells per plate | inhibition, % at 8.3 µM;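 active means inhibition above the mean of compounds falling within the control limits plus 3 SD of them, cut at about 14% in these data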;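 further: 0% = plate median of compound wells and 100% = 10 µM Aha-Tn7 peptide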
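Also added: labelled Tn7 tracer, 0.1 µM; Assay system: human fibrin DD(E) protein; Amount: 2 µM fibrin DD(E); Schedule: 10 min compound pre-incubation, 3 h probe incubation at room temperature; Repeats: one replicate per compound; Read-out basis: percent inhibition; Measured by: fluorescence polarization of the labelled Tn7 tracer.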
ARFGAP1 inhibitor – inhibits rat ARF GTPase activating protein 1; Q62848; Arfgap1-stimulated ARF1 GTP hydrolysis, GDP FP detection; inhibition, % at 16.5 µM; 0.26% of 360,000 active;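 active means inhibition above a per-plate limit, mean inhibition of low control wells plus 3 SD, cut at about 25% in these data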;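 further: 0% = DMSO wells with enzyme and 100% = wells lacking Arfgap1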
Target sequence (Q62848 1-136 limits assumed): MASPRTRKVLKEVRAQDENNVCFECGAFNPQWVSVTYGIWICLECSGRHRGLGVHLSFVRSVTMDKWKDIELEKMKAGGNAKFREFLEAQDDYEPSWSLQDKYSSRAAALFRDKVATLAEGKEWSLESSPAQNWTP
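Material – truncated rat Arfgap1 GAP domain · Buffer or medium – HEPES-based buffer, pH 7.5 · Reagent – human ARF1(Δ1-17)-GTP substrate · Dosing – 16.5 µM single point, 1.26% DMSO · Schedule – GTP hydrolysis reaction 2 h at 25 °C · Technique – GDP detection by fluorescence polarization · Benchmarks – No-Arfgap1 wells (100%) versus DMSO full-reaction wells (0%) · Repeats – single replicate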
ADAM17 inh – inhibitors of human ADAM17; P78536; recombinant ADAM17, EDANS/DABCYL FRET peptide cleavage; inhibition, % at 6.95 µM; 0.83% of 370,000 active; AID 720648;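 active means inhibition above the mean of compounds lying between control limits plus 3 SD, set per campaign, cut at about 8.5% in these data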;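 further: 0% = DMSO-only wells as the low control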
ASAP1 inh – ASAP1 ArfGAP inhibition | 0.19% of 360,000 active | Q9ULH1 | AID 624377 | ASAP1-stimulated ARF1 GTP hydrolysis, GDP FP detection | inhibition, % at 16.5 µM; in the data active means inhibition above about 25%;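 further: 0% = vehicle with enzyme and substrate and 100% = no enzyme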
ADAM10 inh – ADAM10 inhibition, QFRET primary screen; O14672; recombinant ADAM10, EDANS/DABCYL FRET peptide cleavage, 3 h; inhibition, % at 7 µM; 0.62% of 370,000 active; AID 720582;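 active means inhibition above a per-campaign cutoff equal to the mean of compounds falling between control-based bounds plus 3 SD, cut at about 20% in these data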;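 further: 0% = DMSO wells while the 100% control is not disclosed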
Target sequence (O14672 214-748 limits assumed): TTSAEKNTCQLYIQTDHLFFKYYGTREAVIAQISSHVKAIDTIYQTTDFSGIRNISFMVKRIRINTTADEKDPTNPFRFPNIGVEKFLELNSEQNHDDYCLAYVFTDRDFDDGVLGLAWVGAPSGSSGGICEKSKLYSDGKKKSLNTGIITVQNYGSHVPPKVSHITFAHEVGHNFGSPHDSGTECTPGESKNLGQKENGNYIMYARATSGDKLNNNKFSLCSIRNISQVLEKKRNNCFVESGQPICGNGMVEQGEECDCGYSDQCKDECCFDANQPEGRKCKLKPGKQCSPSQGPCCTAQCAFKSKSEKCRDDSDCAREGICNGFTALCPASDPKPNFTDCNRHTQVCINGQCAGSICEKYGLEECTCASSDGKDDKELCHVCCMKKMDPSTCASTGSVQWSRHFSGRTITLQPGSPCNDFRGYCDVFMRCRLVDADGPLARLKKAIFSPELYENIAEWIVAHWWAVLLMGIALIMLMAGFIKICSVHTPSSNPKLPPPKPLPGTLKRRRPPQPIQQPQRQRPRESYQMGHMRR
Active calls of the source: *; i = inactive; . = not tested or not shown.

ADAM17 inh,ADAM10 inh,ASAP1 inh,LEDGF integ inh,proKLK7 act,ARFGAP1 inhibitor,Tn6 DDE FP,TDP2 absorb,Tn7 DDE FP,PLC-gamma1 inh,Structure
-5,-18,-1,2,0.1,-2,-7,7,-7,-1,COC(=O)c1cc(OC)c(OCc2cc(C(=O)OC)oc2C)c(OC)c1
7,13,12,-2,0.5,14,-6,6,-4,3,COc1cccc(NC(=O)N2CCN(c3nc(-c4cccc(OC)c4)cs3)CC2)c1
2,-1,7,3,0.2,12,-4,3,-6,-3,O=C1CCc2cc(S(=O)(=O)NCCCC(=O)N3CCN(Cc4ccc5c(c4)OCO5)CC3)ccc2N1
2,1,-9,0,0.5,-2,3,-4,8,-29,c1ccc(-c2cc(CSc3nc4ccccc4[nH]3)on2)cc1
-3,-5,0,0,0.0,-14,-11,-1,-1,0,CCC(=O)N1CCc2cc(S(=O)(=O)N3CCN(C(=O)c4ccco4)CC3)ccc21
1,5,-9,1,0.3,-8,-8,11,1,2,N/C(=N\OC(=O)CCCOc1ccccc1)c1ccccn1
0,-6,-3,0,0.4,-10,7,-5,-1,-2,COc1ccc(C(=O)N2CCN(Cc3cc(OC)c(O)c(OC)c3)CC2)cc1OC
0,1,-8,-3,0.4,-7,2,1,15*,1,COc1ccc(NC(=O)C(c2cc3c(cc2[N+](=O)[O-])OCO3)N(C)c2ccccc2)cc1 (configuration not stated)
-63,-218,3,-2,3.2,7,-2,-5,-1,-89,Cc1ccc2cc(C#N)c(NCCNC(=S)NCCCN(C)C)nc2c1C
-175,i,2,0,4.1,8,7,3,-2,-50,CC1=CC2=NC(=O)CC(C)(C(=O)N(CC(=O)NC3CCCC3)Cc3ccccc3)N2C=C1 (configuration not stated)
-2,1,1,2,0.3,6,10,0,-2,1,O=C(NCCc1ccc(Cl)cc1)c1ncn[nH]1
2,8,3,-2,-0.3,17,-10,-2,-2,2,COc1ccc(OC)c(-n2c(-c3cnccn3)n[nH]c2=S)c1
-3,7,3,-4,0.2,-2,0,7,2,-3,CCOC(=O)c1cn(CC(=O)Nc2ccc3c(c2)OCCO3)nn1
-3,-7,0,-2,-0.2,4,-3,0,4,-6,O=C(c1ccco1)N1N=C(c2ccc(Br)cc2)CC1c1ccco1 (configuration not stated)
1,0,-2,2,0.5,2,0,-4,-4,4,COc1ccc(CN2C(=NC(=O)c3ccccc3)SC3CS(=O)(=O)CC32)cc1OC (configuration not stated)
1,2,-22,-1,1.2,-13,-9,2,1,1,CSCCC(NC(=O)COc1ccccc1)C(=O)N(C)Cc1ccc(F)cc1 (configuration not stated)
-2,7,-1,1,0.6,7,0,11,4,2,CCOC(=O)c1ccc(Cn2cnc3ccccc3c2=O)cc1
-1,-7,-9,2,-0.3,15,-1,-9,0,0,CCOc1cc(C(=S)N2CCN(C)CC2)ccc1OCC(=O)N1CCCC1
-2,-5,3,4,-0.1,5,-15,-5,-1,-1,Cc1cc(C)c(NC(=O)CN(C)C(=O)C2CC(=O)N(c3cccc4ccccc34)C2)c(C)c1 (configuration not stated)
-3,-5,-3,-1,0.2,3,7,9,5,-3,C/C(=N\NC(=O)c1c(Br)c(C)nn1C)c1cccc(NC(=O)c2ccccc2C)c1
1,7,-14,3,-0.3,8,4,-3,-2,-1,O=c1cc(-c2ccccc2)nc(N2CCN(Cc3ccc4c(c3)OCO4)CC2)[nH]1
3,7,2,1,0.0,5,-3,-9,-4,0,CC(C)N=C(NC#N)SCc1ccc(Br)cc1
-35,-80,-8,1,0.6,-9,8,-8,-2,-174,CCCCc1c(C)c(C#N)c2nc3ccccc3n2c1NCCN(C)C
-2,8,-12,0,0.2,7,5,-9,10,0,CCCCN(C)CCNC(=O)C1CCCN(S(=O)(=O)c2cccc3nsnc23)C1 (configuration not stated)
0,8,-13,-3,0.7,-11,-3,3,-1,1,Cn1c(C(C#N)C(=O)c2sc3ccccc3c2Cl)nc2ccccc21 (configuration not stated)
5,2,7,2,0.2,1,3,0,-5,-11,OC(c1ccco1)c1nc(-c2cccs2)cs1 (configuration not stated)
-3,-1,1,0,-0.3,-9,-1,5,-2,5,O=C(COC(=O)C1COc2ccccc2O1)NC1CCCCC1 (configuration not stated)
-17,-80,8,-1,-4.5,-2,-3,-2,1,-27,O=[N+]([O-])c1cccc(C([O-])=C(C(=S)Nc2cccc3ccccc23)[n+]2ccccc2)c1
-7,-19,6,-2,-0.1,16,2,3,2,-3,Cc1cc(=O)oc2ccc(OCC(=O)N3CCc4ccccc43)cc12
-3,10,9,-1,-0.8,10,8,-11,-1,3,CCOC(=O)N1CCN(C(=O)c2ccc(NC(C)=O)cc2)CC1
-2,4,1,-1,-0.6,-5,-1,8,0,-1,Cc1nc(N2CCC(C)CC2)c(C#N)c(C)c1[N+](=O)[O-]
0,8,-8,0,0.3,4,0,-4,3,3,CN(Cc1ccccc1)C(=O)COc1ccc(Br)cc1Cl
-21,-73,3,2,-3.0,-1,0,-3,-4,-84,Cc1ccc(-n2nc3ccc(NC(=O)/C=C/c4ccco4)cc3n2)cc1
-10,-44,-20,-5,0.5,7,0,-4,1,-4,CCNC(=O)C1CCCN(c2nc(C)cc(C)n2)C1 (configuration not stated)
-2,3,-8,1,1.0,-2,8,11,7,1,COc1ccc(CCNC(=O)CCC(=O)n2ncc3ccc(Cl)cc32)cc1OC
8,16,4,4,-0.1,-1,-3,-6,0,2,CCc1cccc(CC)c1NC(=O)COC(=O)CC1c2ccccc2CCN1S(=O)(=O)c1ccccc1 (configuration not stated)
0,-7,-3,0,0.3,-11,4,3,3,-2,COc1ccc(N2CCN(C(=O)COC(=O)COc3cc(C)cc(C)c3)CC2)cc1
-15,-54,12,2,-1.6,9,7,-16,-6,-30,COc1ccc2cc(C(c3nnnn3Cc3ccc(F)cc3)N3CCCCCC3)c(=O)[nH]c2c1 (configuration not stated)
1,4,-2,3,-0.8,6,-9,8,-5,4,O=C(CNC(=O)c1ccc(OC(F)F)cc1)NC1CCCc2ccccc21 (configuration not stated)
-6,2,3,-6,-0.6,21,-4,-5,3,-9,Cc1cc2c(=O)oc(-c3ccc(Br)cc3)nc2s1
-54,-159,16,1,-100,24,-2,-3,-1,-337,COC(=O)c1ccccc1-c1ccc(/C=N/NC(=O)c2cc3ccccc3o2)o1
1,13,-8,2,0.5,-2,-3,-2,0,-3,COc1ccc(/C=N/n2c(SC)nnc2-c2ccccc2)cc1C
-4,-2,6,-7,0.7,9,-7,-19,0,3,Cc1ccnc(SCC(=O)n2c3c(c4ccccc42)CC(C)CC3)n1 (configuration not stated)
14*,31*,6,4,0.0,16,0,-8,-1,3,NS(=O)(=O)c1ccc(NCc2cc(Cl)ccc2OCc2ccccc2F)cc1
-9,-34,-7,-1,0.2,-3,-3,-11,-2,5,CNc1nc(NCc2ccccc2)c2sccc2n1
-15,-55,-14,-7,0.0,-7,-7,-7,2,-18,Nc1nc2n(n1)C(c1cccs1)CC(c1ccc(F)cc1)N2 (configuration not stated)
0,-2,-2,2,0.4,5,6,4,6,1,CN1C(=O)C(CC(=O)Nc2ccc(Cl)cc2)N(Cc2ccco2)C1=S (configuration not stated)
-2,5,4,0,-0.6,13,6,-19,-8,1,O=C(Cn1c(CO)nc2ccccc21)NCCc1ccccc1

Profiles, looked up by structure:
`Cc1cc2c(=O)oc(-c3ccc(Br)cc3)nc2s1` reads ADAM17 inh: -6; ADAM10 inh: 2; ASAP1 inh: 3; LEDGF integ inh: -6; proKLK7 act: -0.6; ARFGAP1 inhibitor: 21; Tn6 DDE FP: -4; TDP2 absorb: -5; Tn7 DDE FP: 3; PLC-gamma1 inh: -9
`NS(=O)(=O)c1ccc(NCc2cc(Cl)ccc2OCc2ccccc2F)cc1` reads ADAM17 inh: 14*; ADAM10 inh: 31*; ASAP1 inh: 6; LEDGF integ inh: 4; proKLK7 act: 0.0; ARFGAP1 inhibitor: 16; Tn6 DDE FP: 0; TDP2 absorb: -8; Tn7 DDE FP: -1; PLC-gamma1 inh: 3

Following part
ADAM17 inh,ADAM10 inh,ASAP1 inh,LEDGF integ inh,proKLK7 act,ARFGAP1 inhibitor,Tn6 DDE FP,TDP2 absorb,Tn7 DDE FP,PLC-gamma1 inh,Structure
-7,-5,.,-3,0.7,.,8,3,-1,-2,COc1ccc(Cn2cc(COC(=O)NCC(C)C)nn2)cc1
-1,-4,9,0,0.6,-8,-2,1,-4,-1,O=S(=O)(NCCc1csc(-c2cccnc2)n1)c1cc(F)ccc1F
-2,-5,7,-5,-0.1,8,7,-17,4,-3,Cc1ccc(S(=O)(=O)N2CCOC2CNC(=O)C(=O)NCc2ccc3c(c2)OCO3)cc1 (configuration not stated)
-6,-3,-7,2,0.4,13,0,6,10,-1,C/C(=N\Nc1cc(N2CCOCC2)ncn1)c1ccc(O)cc1
1,4,.,0,.,.,6,-8,-6,4,Cc1ccc(CN[C@@H]2CC[C@@]34CCCN3C(=O)CCC[C@H]4C2)cc1
8,16,1,7,0.1,0,-5,-16,-9,4,Cc1occc1C(=O)Nc1ccc2c(c1)CCC2
-4,-6,-5,-1,-0.1,12,11,1,-1,-2,COC(=O)Cn1c(=O)c2c(nc(Br)n2Cc2ccccc2Cl)n(C)c1=O
-4,0,6,2,0.9,-6,-3,10,6,-2,CO/C([O-])=N/c1c[n+](-c2ccc(C)cc2)no1
-2,-6,7,-1,0.3,5,-4,6,-4,0,Cc1cccc(OCC(=O)N(Cc2cccs2)C2CCS(=O)(=O)C2)c1 (configuration not stated)
-2,1,3,1,-0.5,9,9,4,-7,2,O=S1(=O)CC(N2CCN(CCO)CC2)CN1Cc1cn(Cc2ccc(Cl)cc2)nn1 (configuration not stated)
-2,4,11,2,-0.4,-2,0,-22,-5,8,COc1ccc(CN2CCOCCOCCOCC2)cc1
-1,-6,-8,-3,0.3,0,9,-4,9,-4,Cc1ccccc1CN1CCC(N2CCC(C(=O)NCC3CCCO3)CC2)CC1 (configuration not stated)
0,8,1,-1,0.3,7,-2,-13,-1,6,Cc1ccc(C(=O)O/N=C2\CCCc3ccccc32)cc1
0,9,7,1,-0.1,-9,0,-1,3,-1,CCOC(=O)C1CCN(C(=S)Nc2ccccc2)CC1
1,9,3,-1,0.4,14,1,-11,-1,6,O=C(c1ccc([N+](=O)[O-])cc1)N1CCSC1c1ccccc1Cl (configuration not stated)
2,-6,4,2,-0.4,6,0,1,-1,0,O=C(Nc1ccccc1)C1=C(c2ccccc2)S(=O)(=O)CCS1(=O)=O
